Screening data (PubChem)
A549 viability: A549 cytotoxicity, counter-screen for Nrf2 inhibitors; AID 504648; A549 ARE-Fluc cells, CellTiter-Fluor viability, 18-24 h; actives 0.16% (n = 390,000); Potency, µM (doses to about 46 µM), for the others: at the top dose activity change, negative = cytotoxicity, usual class: inhibitors; also: potency is read from the fitted curve at half-maximal effect; % is scaled to controls: 0 for no effect and ±100 for the full control effect
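A549 ARE_Fluc cells in 5% FBS OPTI-MEM were exposed to compounds in concentration-response for 18-24 h at 37 deg C. Viability was read by CellTiter-Fluor fluorescence (Ex 405/Em 525) after 30 min, before the luciferase read.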
pAkt inh: inhibitors of Akt phosphorylation; Neuro2A IGF-stimulated pAkt S473 HTRF, 20 min; stronger effect = lower value; activity change, % for hits at 50 µM; actives 0.32% (n = 360,000); in the data active = activity change below about -80%; inconclusive = mostly about -51% to -80%; also: % is scaled to controls: 0 for no effect and ±100 for the full control effect
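Neuro2A cells in DMEM with 0.5% FBS, overnight at 37 deg C, given compound at single 50 µM final, then IGF (6 nM final) for 20 min at 37 deg C. Lysed; phospho-Akt Ser473 by HTRF after 24 h, 665/615 ratio.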
HepG2 tox: kills HepG2 cells in TGF-b inhibitor counter-screen; HepG2 CAGA-GFP viability, ATP luminescence, 18 h; Potency, µM (doses to about 46.1 µM), without a hit: at the top dose activity change, negative = cytotoxicity, hits mostly cytotoxic; actives 0.76% (n = 410,000); AID 588856; also: potency is read from the fitted curve at half-maximal effect; some results filed as inactive show a strong effect at the top dose
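HepG2 CAGA-GFP cells (1000/well, DMEM with 1% FBS) received compound, then TGF-beta at 500 pg/mL final, and were incubated 18 hours at 37 degrees C. Viability was read by CellTiter-Glo luminescence. Media-only wells were set as complete cell-killing and DMSO as no toxicity.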
TGFb SMAD3 inh: TGF-b pathway inhibition | HepG2 CAGA-GFP TGF-b/SMAD3 reporter, GFP fluorescence, 18 h; TGF-beta stimulated, 500 pg/mL final | Potency, µM (doses to about 46.1 µM), inactives show top-dose activity, negative = inhibition, most hits filed as inhibitors | actives 1.2% (n = 410,000); also: potency is read from the fitted curve at half-maximal effect; % is scaled to controls: 0 for no effect and ±100 for the full control effect; nearly all actives have a fitted effect of over 65% in size
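First, reporter cells (HEPG2 CAGA-GFP) rested 2 h at 37 degrees C. Next, compounds were pinned in and TGF-beta added to 500 pg/mL final. After 18 h, GFP was imaged per cell and summed per well.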
Nrf2 block: blocks Nrf2 signaling; A549 ARE-Fluc reporter, luciferase luminescence, 18-24 h; Potency, µM (top dose mostly 46 µM), for inactives: at the highest dose activity change, negative = inhibition, hits mostly inhibitors; actives 2.1% (n = 360,000); also: potency is read from the fitted curve at half-maximal effect; % is scaled to controls: 0 for no effect and ±100 for the full control effect; nearly all actives have a fitted effect of over 60% in size
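Two sequential reads on A549 ARE_Fluc cells exposed to compound for 18-24 h: a CellTiter-Fluor fluorescence read for viability, then a luciferase luminescence read for Nrf2/ARE activity.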
Abeta rescue: restores growth of yeast expressing A-beta42 peptide | actives 0.063% (n = 410,000) | Potency, µM (series often up to 46.1 µM), for the others: at the top dose growth rescue, most hits filed as activators | AID 1347071 | yeast expressing A-beta42, growth rescue, OD600, 48 h; response scale: 0% DMSO, 100% iron-clioquinol control; also: potency is read from the fitted curve at half-maximal effect; nearly all actives have a fitted effect of over 55% in size
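Yeast growth medium received pinned compounds, then yeast cells expressing toxic A-beta were added; plates incubated at 30 C for 48 hr. Growth read as absorbance at 600 nm, normalized to DMSO and equimolar FeCl3 plus clioquinol controls.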
CCT modulator: modulators of cytosolic chaperonin (CCT/TRiC) activity. actives 0.3% (n = 360,000). purified chaperonin ATPase assay, HTRF ADP detection, 30 min. activity change, % (test concentration not listed), hits read low; in the data active = activity change below about -30%; also: % is scaled to controls: 0 for no effect and ±100 for the full control effect
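First, chaperonin was dispensed at 40 nM or 20 nM final depending on batch activity. Next, compounds were pinned at 76 uM and ATP added at 10 uM. After 30 min at 37 °C, ADP detection reagents ran 30 min at ambient temperature.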
Nrf2 ARE act: Nrf2 pathway activation. actives 0.31% (n = 410,000). Potency, µM (titrated, usually from 46.1 µM), without a hit: top-dose activation, most hits filed as activators. AREc32 ARE-luciferase reporter (MCF7-derived line), luminescence, 24 h. AID 624171; also: potency is read from the fitted curve at half-maximal effect; % of control where 0% means no effect; nearly all actives have a fitted effect of over 65% in size
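ARE-driven firefly luciferase activity in AREc32 cells measured after a 24 hr compound exposure at 37 deg C, using Steady-Glo reagent and a 30 min room-temperature hold.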
MmCpn inh: inhibitors of Methanococcus maripaludis chaperonin (MmCpn) | purified Mm-Cpn ATPase, ADP Transcreener TR-FRET | Potency, µM (series often up to 76.9 µM), inactives show at the top dose activity, negative = inhibition, usual class: inhibitors | actives 0.031% (n = 330,000); also: potency is read from the fitted curve at half-maximal effect; % is scaled to controls: 0 for no effect and ±100 for the full control effect; nearly all actives have a fitted effect of over 80% in size
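25 nM Mm-CPN + cpd, 10 min 37°C; + 10 uM ATP, 30 min 37°C; buffer 30 mM Tris pH 7.4, 100 mM KCl, 5 mM MgCl2, 1 mM DTT; Transcreener ADP HTRF detection 30 min RT.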
An asterisk follows results filed as active; i = inactive; u = inconclusive; x = not tested or not shown; & = joins results of further samples; [ ] = remark or other dose. Unless noted, calls follow the shape of the dose curve; as a rule, active = well fitted curve in the direction sought with a large enough effect; inconclusive = small, poorly fitted or top-dose-only effect, or another doubt; inactive = no such curve, though single readings can be large; an effect the other way counts as inactive or inconclusive.

molecule | A549 viability | pAkt inh | HepG2 tox | TGFb SMAD3 inh | Nrf2 block | Abeta rescue | CCT modulator | Nrf2 ARE act | MmCpn inh
Cc1nn(C(C)c2nc(-c3ccccc3)no2)c(C)c1[N+](=O)[O-] (stereo not drawn) | 14% | i | 0% | 18% | -7% | -5% | -2.2 | 1.9% | 0%
COc1ccc(/C=C/C(=O)OCC(=O)Nc2ncc(Cl)cc2Cl)cc1 | 7% | i | -6% | u | 3% | -7% | -1.5 | 6.7% | -11%
O=C(CCNS(=O)(=O)c1cccc2nonc12)NCCc1ccc(Cl)cc1 | -2% | i | -22% | -2% | 3% | 0% | -1.3 | 0.1% | 0%
Cc1cc(NC(=O)Cn2cc([N+](=O)[O-])cn2)n(Cc2ccc(F)cc2)n1 | -2% | i | 23% | 0% | -18% | 12% | -7.8 | 0.0% | 0%
COc1ccc(C(O)c2nc(-c3cccc4cccnc34)cs2)cc1 (stereo not drawn) | x | i | -15% | 2% | x | u | -1.0 | 0.3% | x
COc1ccccc1N1CCN(C(=O)Nc2cccc(Cl)c2)CC1 | 3% | i | -13% | -2% | -15% | 1% | -1.1 | 0.0% | -1%
CCCNc1nc2c(c(=O)[nH]c(=O)n2C)n1Cc1cccc(Br)c1 | 4% | i | -13% | -14% | -12% | 1% | 1.5 | -0.6% | 1%
CC(Oc1cccc(Cl)c1)C(=O)NNC(=O)c1cccnc1 (stereo not drawn) | -2% | i | 17% | -15% | -7% | 1% | -3.0 | 0.0% | 2%
CCn1c(CSc2nnc(-c3ccc4c(c3)OCO4)o2)nc2cc(S(=O)(=O)N(C)C)ccc21 | -12% | i | -20% | -7% | -22% | 8% | 0.1 | 2.5% | 1%
CCc1ccc(/C=C2/SC(N3CCOCC3)=NC2=O)cc1 | 1% | i | 1% | 9% | -2% | -12% | 1.0 | 5.4% | 2%
CCCS(=O)(=O)N1CCCC(C(=O)Nc2ccc3c(c2)CCC3)C1 (stereo not drawn) | -1% | i | 1% | -8% | 22% | 24% | -0.5 | -0.8% | 1%
O=C(NNC(=S)NC1CC2C=CC1C2)c1cccnc1 (stereo not drawn) | 3% | i | -26% | 0% | 4% | -6% | -2.2 | -0.2% | 2%
COc1cccc(-c2ccnc3c(-c4ccc(F)cc4)c(C)nn23)c1 | 7% | x | 4% | 6% | 8% | -10% | x | 0.2% | x
COC(=O)c1ccccc1NC(=O)CN(CCc1ccccc1)S(C)(=O)=O | 2% | i | -26% | 23% | u | 7% | 0.5 | 0.5% | x
FC(F)(F)c1cc(Cl)c2nnc(-c3cccnc3)n2c1 | 0% | i | 9% | 4% | 11% | 4% | 4.4 | 0.0% | 2%
O=C(Nc1ccccc1)OCC(CN1CCCCC1)OC(=O)Nc1ccccc1 (stereo not drawn) | -6% | i | 6% | -5% | 24% | 9% | -0.3 | 0.0% | -1%
NC(=O)Nc1ccc2c(c1)OCCO2 | 6% | i | 0% | 4% | u | 12% | 0.3 | 1.4% | 0%
Cc1ccc(-n2cc(C(=O)c3ccc4ccccc4c3O)cn2)cc1 | 0% | i | 0% | 29% | 6% | 4% | 1.6 | -0.6% | 0%
O=C1c2ccccc2-c2c1cccc2C(=O)N1CCOCC1 | 4% | i | 3% | 0% | 0% | 7% | -1.9 | -0.3% | 1%
Cn1c(-c2ccc(N)cc2)nc2ccccc21 | -3%&-7% | i | 4%&-1% | -4%&1% | u | 9% | 1.5 | -0.2% | -9%
CC(C)NC(=O)NC(=O)CSc1nnc(COc2ccccc2Cl)o1 | -4% | i | 2% | u | x | 28% | -1.7 | 0.0% | 0%
N#CCSc1nnc(COc2cccc3ccccc23)n1-c1ccccc1 | -14% | i | -32% | u | u | 6% | -2.0 | -0.3% | 0%
CC(C)NC(=O)c1ccc(S(=O)(=O)N(C)C)cc1 | -1% | i | -1% | 2% | 8% | -5% | -1.9 | -0.4% | 0%
CN(C(=O)CO/N=C/c1ccc(Cl)cc1)c1ccccc1 | -12% | i | 1% | 9% | -2% | 30% | 1.9 | -0.3% | 4%
CCc1cccc(C)c1NC(=O)c1ccc(CN2CCc3ccccc3C2)cc1 | -16% | i | -51% | -7% | u | -9% | 0.7 | 2.7% | 0%
Cc1ccc2nc(C3CCCN(C(=S)Nc4cccc(C)c4C)C3)[nH]c2c1 (stereo not drawn) | -16% | i | -57% | u | -22% | 9% | -4.4 | -0.6% | -2%
CN1CCN(NC(=O)CN(C)S(=O)(=O)c2cc(Cl)ccc2Cl)CC1 | 5% | i | -11% | -4% | 4% | 3% | 2.2 | -0.3% | -2%
COc1ccc([C@H]2CC(=O)C=C(c3ccc4c(c3)OCO4)C2)cc1OC | -15% | i | -15% | -3% | -117% | -4% | -2.8 | 2.4% | -7%
O=C(NCc1cccnc1)c1ccccn1 | x | i | 3% | 18% | u | 3% | -3.6 | 0.4% | 0%
COc1ccc(CNC(=O)C2Cc3c(-c4cccc(C(C)=O)c4)ccnc3O2)cc1OC (stereo not drawn) | x | i | -1% | 23% | x | -6% | -1.9 | 5.7% | x

Limited to A549 viability, CCT modulator and pAkt inh, for some of the entries so far:
molecule | A549 viability | CCT modulator | pAkt inh
COc1ccc(/C=C/C(=O)OCC(=O)Nc2ncc(Cl)cc2Cl)cc1 | 7% | -1.5 | i
COc1ccc(CNC(=O)C2Cc3c(-c4cccc(C(C)=O)c4)ccnc3O2)cc1OC (stereo not drawn) | x | -1.9 | i
Cc1ccc(-n2cc(C(=O)c3ccc4ccccc4c3O)cn2)cc1 | 0% | 1.6 | i

(continued)
molecule | A549 viability | pAkt inh | HepG2 tox | TGFb SMAD3 inh | Nrf2 block | Abeta rescue | CCT modulator | Nrf2 ARE act | MmCpn inh
Cc1oc2cc3oc(=O)c(CCC(=O)NCCCC(=O)O)c(C)c3cc2c1C | 13% | i | 13% | -3% | 7% | -21% | -2.4 | -1.4% | -3%
Cc1ccc(NS(=O)(=O)c2cc3c4c(cccc4c2)C(=O)NC3=O)cc1C | -9% | i | -35% | u | 15µM* | -5% | -0.6 | 2.2% | 6%
CCC(C(=O)NC1CCC(C)CC1)n1nc(C)c2sc3ccccc3c2c1=O (stereo not drawn) | -1% | x | 2% | 12% | u | 9% | x | 6.9% | x
COc1ccc(-c2[nH]ncc2C(=O)NCc2cccc(Cl)c2)cc1 | -9% | x | -9% | x | -18% | -6% | x | 3.0% | x
O=C(Cn1c(=O)oc2ccccc21)N1CCOCC1 | 27% | i | -1% | 4% | 8% | -15% | -0.4 | -0.3% | u
Cc1ccc(CNC(=O)Cn2c(=O)n(-c3ccccc3)c(=O)c3c2c2cc(C)ccc2n3C)cc1 | -4% | x | 0% | u | 13% | -2% | x | -0.9% | x
O=C(CSc1oc(-c2ccco2)nc1S(=O)(=O)c1ccc(Br)cc1)c1ccc(Cl)cc1 | 0% | x | -16% | -24% | -15%[9.27 µM] | 6% | x | 6.9% | x
O=C(C1CCCN(S(=O)(=O)c2ccc(Cl)cc2)C1)N(Cc1cccs1)C1CC1 (stereo not drawn) | -7% | i | 0% | -9% | u | -5% | -0.8 | -0.4% | -1%
CC(C)(C)NC(=O)CSC(=Nc1ccccc1F)NC#N | -12% | i | 1% | 25% | 29% | 11% | -0.4 | 6.1% | -3%
Cc1ccc(NC(=O)[C@H](CC(C)C)NC(=O)[C@@H]2Cc3ccccc3CN2)cc1 | -2% | i | -7% | 20% | 5% | -7% | -1.9 | 0.1% | 1%
O=C(CNC(=O)c1ccc(Cl)cc1Cl)OCCOc1ccccc1F | 0% | i | 0% | 8% | 10% | 25% | -2.7 | 0.3% | 3%
COc1ccc(CC(=O)N2CC(=O)Nc3ccc(Br)cc3C2c2ccc(F)cc2)cc1OC (stereo not drawn) | 6% | x | -37% | -8% | u | -5% | x | 8.8% | x
CC1CCCN(CC(O)COCc2ccccc2)C1 (stereo not drawn) | -2% | i | 8% | -2% | 4% | -5% | 0.2 | 0.2% | 0%
COc1ccc(-c2coc3c(C(=O)NCC4CC4)cccc23)c(C)c1 | x | i | -22% | u | x | -5% | 0.7 | 0.2%[9.22 µM] | x
CC(C)C(=O)Nc1nc2cc3c(cc2s1)OCO3 | 11% | i | 1% | 5% | 1% | 1% | -5.6 | 4.9% | 0%
Cc1ccc(CNC(=O)CN(c2cc(C)cc(C)c2)S(=O)(=O)c2c(C)noc2C)cc1 | 11% | x | -4% | -6% | 21% | -5% | x | -0.2% | x
CCOC(=O)C1(CCCc2ccccc2)CCN(C(=O)c2cnn(CC)c2)CC1 | 9% | i | -16% | -2% | -11% | 3% | -0.1 | 0.0% | -10%
CC1=C(C(N)=O)C(c2ccc(F)cc2)n2nc(-c3ccccc3Cl)nc2N1 (stereo not drawn) | 0% | x | -14% | -1% | x | -6% | x | 0.0% | x
O=C(NCC(=O)N1CCN(c2ccccc2F)CC1)c1ccco1 | -2% | i | 14% | 4% | u | 5% | -1.0 | 0.1% | 3%
O=C(c1cc(COc2c(F)cccc2F)on1)N(Cc1ccccc1)CC1CC1 | 10% | i | -23% | -19% | -17% | 8% | 0.6 | 0.8% | -1%
CN(C(=O)c1ccc(Cl)cc1)C1=CCCCC1CCC#N (stereo not drawn) | 4% | i | -4% | 6% | x | 4%[9.22 µM] | -2.5 | -0.3% | 1%
COC(=O)Cc1c(C)c2ccc(OCC(=O)N3CCCC3)c(C)c2oc1=O | 0% | i | -6% | -10% | -4% | -9% | -1.1 | 0.0% | -7%
COc1ccc(OC)c(NC(=S)NCCC(c2ccccc2)c2ccccc2)c1 | -7% | i | -32% | -8% | u | 24% | -1.0 | 0.0% | x
NC(=O)C1CCN(C(=S)NCCc2ccccc2)CC1 | 0% | i | 5% | -8% | 3% | 15% | -0.9 | 0.3% | -6%
COc1ccccc1CNc1nc(NCCOc2ccccc2)c2sccc2n1 | x | i | -96% | u | x | -15% | -2.1 | -1.1% | x
